# Compound activity deposited in PubChem BioAssay by several laboratories.
# KLK7 zymogen act: proKLK7 (human) activation, primary screen; P49862; activation, % at 7 µM; AID 652039; hit rate 0.9% among 370,000; purified proKLK7, EDANS-DABCYL substrate fluorescence; 100% is mature enzyme control, 0% vehicle;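 active = activation above the mean of all tested compounds plus 3 SD, computed per campaign excluding outliers beyond control limits, cut at about 13% in these data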
# ARFGAP1 inhibitor: inhibitors of rat ARFGAP1. hit rate 0.26% among 360,000. AID 651572. inhibition, % at 16.5 µM. Arfgap1-stimulated ARF1 GTP hydrolysis, GDP FP detection;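 active = inhibition above a per-plate limit, mean inhibition of low control wells plus 3 SD, cut at about 25% in these data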;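 also: 0% = DMSO wells with enzyme and 100% = wells lacking Arfgap1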
#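 Assay system: purified rat His6-Arfgap1 residues 1-136 (GAP domain); Reagent: human Δ17 ARF1 bound to GTP; Dosing: 16.5 µM single point, 1.26% DMSO; Times: GTP hydrolysis reaction 2 h at 25 °C; Signal: FP, GDP Alexa 633 tracer displaced from anti-GDP antibody, 620/688 nm; Measure: % inhibition from polarization.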
# NPR2 activator: GC-B (human) receptor activation | HEK293-GC-B cells, CNP EC30, cGMP TR-FRET; 0% at EC30 CNP, 100% saturating CNP | activation, % at 10 µM | hit rate 0.11% among 370,000;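 active = activation at 10 µM reaching about 35% in either raw or pattern-adjusted values, limit read from the data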
# Target sequence (P20594 whole entry, looked up): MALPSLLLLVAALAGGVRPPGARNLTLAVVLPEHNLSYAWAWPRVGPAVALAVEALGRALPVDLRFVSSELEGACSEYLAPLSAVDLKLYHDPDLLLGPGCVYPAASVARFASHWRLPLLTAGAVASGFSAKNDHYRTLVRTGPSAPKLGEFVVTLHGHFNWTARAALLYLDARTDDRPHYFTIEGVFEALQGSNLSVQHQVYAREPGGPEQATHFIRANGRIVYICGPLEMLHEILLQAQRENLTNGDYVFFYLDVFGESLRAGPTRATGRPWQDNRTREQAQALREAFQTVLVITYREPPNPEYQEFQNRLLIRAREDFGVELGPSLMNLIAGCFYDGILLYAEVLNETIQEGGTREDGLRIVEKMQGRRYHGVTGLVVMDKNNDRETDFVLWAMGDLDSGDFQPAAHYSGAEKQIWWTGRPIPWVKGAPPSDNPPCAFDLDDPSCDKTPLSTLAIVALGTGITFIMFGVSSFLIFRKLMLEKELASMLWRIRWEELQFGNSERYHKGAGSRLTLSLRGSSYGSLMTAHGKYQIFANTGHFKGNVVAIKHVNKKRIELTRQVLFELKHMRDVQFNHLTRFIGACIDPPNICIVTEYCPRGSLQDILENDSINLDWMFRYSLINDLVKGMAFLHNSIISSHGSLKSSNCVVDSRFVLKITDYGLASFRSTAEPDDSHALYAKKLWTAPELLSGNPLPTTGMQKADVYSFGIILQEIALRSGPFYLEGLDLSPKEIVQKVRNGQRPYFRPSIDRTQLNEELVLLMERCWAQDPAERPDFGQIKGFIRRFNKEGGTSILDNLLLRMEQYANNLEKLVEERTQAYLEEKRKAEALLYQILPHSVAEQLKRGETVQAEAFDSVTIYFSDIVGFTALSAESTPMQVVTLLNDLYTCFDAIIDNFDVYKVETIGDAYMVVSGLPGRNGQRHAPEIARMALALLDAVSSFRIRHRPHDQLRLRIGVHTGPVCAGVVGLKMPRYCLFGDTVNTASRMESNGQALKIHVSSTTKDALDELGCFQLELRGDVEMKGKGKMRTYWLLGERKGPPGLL
# HGIII-sPLA2 inh: Inhibits HGIII-sPLA2 liposome hydrolysis, primary screen | Q9NZ20 | QFRET BODIPY PC-A2 liposome hydrolysis, fluorescence | inhibition, % at 12.2 µM | hit rate 0.56% among 370,000;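 active = inhibition above mean plus 3 SD of compounds lying within the high and low control bounds, cut at about 19% in these data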;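 also: 0% = median of test compound wells and 100% = no enzyme DMSO wells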
# FXN GAA850 act: activators of GAA850 frataxin (FXN) promoter | HEK293 lucGAA850 FXN promoter luciferase reporter, 24 h; percent of 10 µM SAHA response | activation, % at 6 µM | hit rate 0.56% among 360,000 | AID 540364;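 active = activation above the average of all compounds screened plus 3 SD, cutoff fixed separately per campaign, cut at about 7.5% in these data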;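 also: 0% = DMSO wells and 100% = 10 µM SAHA wells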
# DDE Tn6 FP inh: DD(E)-Tn6 binding inhibition, primary FP screen | AID 720509 | hit rate 0.21% among 370,000 | inhibition, % at 8.3 µM | Fibrin DD(E) TRITC-Tn6 fluorescence polarization displacement;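 active = inhibition above a per-campaign cutoff: mean of compounds within control limits plus 3 SD, cut at about 15% in these data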;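 also: 0% = median of all compound wells on the plate and 100% = blocking peptide control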
# GC-A act: GC-A (human) enzyme activation; P16066; activation, % at 10 µM; AID 1671463; hit rate 0.14% among 370,000; HEK293 GC-A cells, cGMP TR-FRET, EC30 ANP; 0% at EC30 ANP, 100% saturating ANP; in the data active = activation above about 40%
# rCAG binder: binds r(CAG) RNA repeats. hit rate 1.3% among 370,000. r(CAG) RNA repeat, TO-PRO-1 dye displacement fluorescence. inhibition, % at 3 µM. AID 651821;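 active = inhibition above the plate cutoff, the mean of all test compounds on that plate plus 3 SD, cut at about 35% in these data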;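 also: 0% = DMSO alone and 100% = 100 µM mitoxantrone as full dye displacement; higher means more dye released from RNA so lower well fluorescence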
# ASAP1 inh: ASAP1 ArfGAP inhibition; Q9ULH1; ASAP1-stimulated ARF1 GTP hydrolysis, GDP FP detection; inhibition, % at 16.5 µM; hit rate 0.19% among 360,000; AID 624377; in the data active = inhibition above about 25%;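 also: 0% = vehicle with enzyme and substrate and 100% = no enzyme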
# ADAM10 inh: inhibits human ADAM10; O14672; recombinant ADAM10, EDANS/DABCYL FRET peptide cleavage, 3 h; inhibition, % at 7 µM; hit rate 0.62% among 370,000; AID 720582;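 active = inhibition above a per-campaign cutoff equal to the mean of compounds falling between control-based bounds plus 3 SD, cut at about 20% in these data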;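 also: 0% = DMSO wells while the 100% control is not disclosed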
# The depositor's hits bear a star; . = not tested or not shown.
SMILES,KLK7 zymogen act,ARFGAP1 inhibitor,NPR2 activator,HGIII-sPLA2 inh,FXN GAA850 act,DDE Tn6 FP inh,GC-A act,rCAG binder,ASAP1 inh,ADAM10 inh
CC1CC(C)CN(S(=O)(=O)c2ccc(C(=O)N3CCOCC3)cc2)C1 (stereo not drawn),0.4,8,1,1,0.7,2,4,-8,-23,-5
Cc1ccc(C(=O)NCc2cccs2)cc1S(=O)(=O)N1CCCCC1,-0.1,-10,1,2,0.6,5,3,-2,-8,0
Cc1cccc(CC2SC(N3CCN(c4ccccc4)CC3)=NC2=O)c1 (stereo not drawn),0.3,-6,3,-5,1.4,2,-1,1,5,2
Cc1oc(-c2cccs2)nc1CN1CCC(CO)(CCOc2ccccc2)CC1,0.2,-11,-13,-8,3.6,10,-9,-10,-6,-16
CC(C)(C)c1cc(C(=O)CCN2CCOCC2)cc(C(C)(C)C)c1O,0.2,4,-8,16,5.4,-2,-3,-10,4,13
O=C(NCCC1CCCCN1S(=O)(=O)c1cccs1)C(=O)Nc1ccc(F)cc1F (stereo not drawn),0.3,7,-2,4,-3.2,0,1,-4,7,-7
Oc1ccc2oc3c(c2c1)CCCC3,-0.3,0,-5,-10,-0.2,-1,7,2,-4,1
COC(=O)c1cc2oc3ccccc3c2n1CC(=O)Nc1ccccc1OC,0.0,11,-16,13,1.6,8,-18,3,8,-7
O=C(Nc1ccc2nc(-c3cccs3)c(-c3cccs3)nc2c1)N1CCOCC1,-16,10,1,-12,-1.3,-5,4,21,-5,-194
O=C(c1cc(C(=O)N2CCN(c3ccc(F)cc3)CC2)cc([N+](=O)[O-])c1)N1CCN(c2ccc(F)cc2)CC1,-0.5,-8,4,0,-2.1,5,-5,-1,-16,4

# Full records as entered above. Order of screens: KLK7 zymogen act, ARFGAP1 inhibitor, NPR2 activator, HGIII-sPLA2 inh, FXN GAA850 act, DDE Tn6 FP inh, GC-A act, rCAG binder, ASAP1 inh, ADAM10 inh
# `Oc1ccc2oc3c(c2c1)CCCC3` is listed as -0.3, 0, -5, -10, -0.2, -1, 7, 2, -4, 1
# `COC(=O)c1cc2oc3ccccc3c2n1CC(=O)Nc1ccccc1OC` is listed as 0.0, 11, -16, 13, 1.6, 8, -18, 3, 8, -7
# `CC1CC(C)CN(S(=O)(=O)c2ccc(C(=O)N3CCOCC3)cc2)C1` (stereo not drawn) is listed as 0.4, 8, 1, 1, 0.7, 2, 4, -8, -23, -5

# The main list resumes, starting 4 compounds before the break.
SMILES,KLK7 zymogen act,ARFGAP1 inhibitor,NPR2 activator,HGIII-sPLA2 inh,FXN GAA850 act,DDE Tn6 FP inh,GC-A act,rCAG binder,ASAP1 inh,ADAM10 inh
Oc1ccc2oc3c(c2c1)CCCC3,-0.3,0,-5,-10,-0.2,-1,7,2,-4,1
COC(=O)c1cc2oc3ccccc3c2n1CC(=O)Nc1ccccc1OC,0.0,11,-16,13,1.6,8,-18,3,8,-7
O=C(Nc1ccc2nc(-c3cccs3)c(-c3cccs3)nc2c1)N1CCOCC1,-16,10,1,-12,-1.3,-5,4,21,-5,-194
O=C(c1cc(C(=O)N2CCN(c3ccc(F)cc3)CC2)cc([N+](=O)[O-])c1)N1CCN(c2ccc(F)cc2)CC1,-0.5,-8,4,0,-2.1,5,-5,-1,-16,4
CCC(NC(=O)C1CCC1)c1ccc(C)cc1 (stereo not drawn),-0.4,-4,2,0,2.4,-1,-1,1,-2,8
COc1ccc(N2CCN(S(=O)(=O)c3ccc4oc(=O)ccc4c3)CC2)cc1,-0.6,16,-3,10,-2.2,-4,-1,2,6,8
COc1ccc(NC(=O)CN2CCC(C(=O)c3ccc(C)cc3)CC2)c(OC)c1,0.1,0,-1,-5,1.3,-3,1,-1,2,-1
COC(=O)/C=C1\OC(c2ccccc2)c2ccccc21 (stereo not drawn),0.0,11,-6,1,.,0,-10,3,15,-4
CN1CCN(C(=O)CCN2C(=O)/C(=C\c3ccc(Cl)cc3Cl)SC2=S)CC1,0.1,15,-5,-9,1.9,-7,-1,7,0,0
COc1ccc(Cc2nc3ccccc3n2CC(=O)N/N=C/c2ccccc2)cc1OC,-0.7,1,1,1,0.4,4,2,1,-8,10
CCC(C)Oc1cccc(OCCCCN2C(=O)NC(C)(C)C2=O)c1 (stereo not drawn),0.4,2,3,0,1.0,2,4,-10,-3,5
CC(Sc1nnnn1-c1ccccc1)C(=O)Nc1ccc(N2CCN(C)CC2)cc1 (stereo not drawn),0.4,7,1,-2,0.8,2,2,-8,3,-1
COc1ccc(NC(=O)Nc2cccc(C(F)(F)F)c2)cn1,0.1,24,-2,-15,0.2,-7,-2,0,2,8
COc1cc(Cl)ccc1NC(=S)N(CCN(C)C)C(C)c1ccncc1 (stereo not drawn),0.6,19,-2,18,-0.6,-2,-19,-2,-3,-5
CCOC(=O)c1nnc2cc(C)nn2c1C,0.2,7,-3,-9,-0.5,1,4,0,-17,-4
O=c1c2oc3nc4c(cc3c2ncn1CCCc1ccccc1)CCCC4,-1.1,-4,0,12,0.6,4,-2,-2,-10,-16
CCCCCCOc1ccc(/C(C)=N/NC2=NCCN2)cc1,-0.9,-10,3,4,2.0,-2,1,12,3,-6
CCOC(=O)N1CCN(C(=O)/C(=C/c2ccc(OC)cc2)NC(=O)c2ccccc2)CC1,-0.3,5,1,6,0.7,2,2,-3,10,4
COc1ccc(CCNS(=O)(=O)c2cc3c4c(c2)CC(=O)N4CCC3)cc1,-0.4,0,1,-47,1.4,0,-7,9,-3,6
Cc1ccc(CN2CCCN(Cc3c(C)cc(C)cc3C)S2(=O)=O)cc1,-0.9,-11,1,-3,-1.5,-3,5,-1,8,-7
Cc1ccc(Cn2ccc(NC(=O)c3cc(-c4ccc(Br)cc4)on3)n2)cc1,0.6,-8,-4,6,0.2,2,1,3,-8,1
CC(=O)C1=C(O)C(=O)N(c2cccnc2)C1c1ccc([N+](=O)[O-])cc1 (stereo not drawn),-0.8,1,-4,4,.,1,0,3,-1,8
O=C(Nc1cccc(Cl)c1)Nc1csc([N+](=O)[O-])c1,0.2,17,-4,-18,-3.6,-29,8,27,4,14
COc1ccc(OC)c(/C=C/C(=O)c2ccc(Cl)cc2)c1,-4.5,5,-9,6,2.9,4,-5,8,1,-9

# Individual results from the entries so far.
# CC(=O)C1=C(O)C(=O)N(c2cccnc2)C1c1ccc([N+](=O)[O-])cc1 (stereo not drawn) – NPR2 activator: -4
# O=c1c2oc3nc4c(cc3c2ncn1CCCc1ccccc1)CCCC4 – ARFGAP1 inhibitor: -4
# CCOC(=O)N1CCN(C(=O)/C(=C/c2ccc(OC)cc2)NC(=O)c2ccccc2)CC1 – ASAP1 inh: 10
# CCOC(=O)c1nnc2cc(C)nn2c1C – ARFGAP1 inhibitor: 7
# O=C(Nc1cccc(Cl)c1)Nc1csc([N+](=O)[O-])c1 – ARFGAP1 inhibitor: 17
# Cc1ccc(Cn2ccc(NC(=O)c3cc(-c4ccc(Br)cc4)on3)n2)cc1 – ASAP1 inh: -8

# The list continues.
SMILES,KLK7 zymogen act,ARFGAP1 inhibitor,NPR2 activator,HGIII-sPLA2 inh,FXN GAA850 act,DDE Tn6 FP inh,GC-A act,rCAG binder,ASAP1 inh,ADAM10 inh
O=C(OCc1nc2ccsc2c(=O)[nH]1)c1ccc(Cl)nc1,-0.6,3,-6,9,-0.2,-5,-3,0,7,-1
O=C(NCc1ccc(Cl)nc1)c1ccc2nc([C@@H]3O[C@H](CO)[C@H](O)[C@H](O)[C@H]3O)[nH]c2c1,-0.2,0,4,15,1.2,-5,0,3,4,-7
CCOC(=O)C1CCCN(C(=O)COc2ccc(N(C)S(=O)(=O)c3ccc(C)cc3)cc2)C1 (stereo not drawn),0.6,16,-4,-5,0.3,3,-6,2,8,2
CCCCc1cc(=O)oc2cc(C)cc(OCC(=O)N[C@@H](CSCc3ccccc3)C(=O)O)c12,9.1,3,-10,-16,0.8,5,1,39*,8,-175
Cc1cccc(N2CCN(C(=O)C3CCC(CNS(=O)(=O)c4cccs4)CC3)CC2)c1C (stereo not drawn),0.1,-7,5,-18,-1.9,3,4,4,6,12
O=[N+]([O-])c1cc(C=NN2CCN(Cc3ccccc3Cl)CC2)ccc1Cl,-0.2,.,0,16,.,-6,4,1,.,-7
CCCn1c(N)c(N2CCCCC2)c(=O)n(CC(=O)Nc2ccccc2C)c1=O,0.2,0,-3,-3,1.4,-2,0,-5,3,4
CC1CCN(S(=O)(=O)c2ccc3[nH]c(=O)cc(C(=O)O)c3c2)CC1,-0.3,-3,-4,1,0.3,2,2,4,-2,-10
COC(=O)CC(NS(=O)(=O)c1cccs1)c1ccccc1Cl (stereo not drawn),0.5,6,0,-2,-0.1,8,-2,1,7,-5
CN(C)C(CNc1ncnc2sccc12)c1ccccc1 (stereo not drawn),-0.5,14,-1,6,2.0,-12,-3,-2,-4,-1
O=C(Oc1ccccc1C(=S)N1CCOCC1)c1ccccc1,0.3,-10,3,-3,1.0,4,-2,-3,5,-5
Cc1ccnc2nc(C(=O)OCC(=O)N(C)C3CCCCC3)nn12,0.0,2,1,12,-1.6,0,-6,2,-8,-4
CC(C)c1ccc(S(=O)(=O)N2CCN(C(=O)[C@@H]3CCCN3C(=O)c3cccs3)CC2)cc1,-0.4,-6,4,3,0.2,-1,1,-1,8,-4
CCOC(=O)c1nnn2c1nc(N1CCCCC1)c1ccccc12,0.3,-9,10,-3,-0.5,1,2,-4,-1,-5
CCN(N=O)[C@@H](Cc1ccccc1)CN(N=O)[C@@H](Cc1ccccc1)CN(C)N=O,0.5,-3,-3,-5,-2.0,3,-4,-1,-7,1
CN(C)N=C1c2cc(S(=O)(=O)N3CCOCC3)ccc2-c2ccc(S(=O)(=O)N3CCOCC3)cc21,-0.3,10,-5,5,-0.9,-1,-3,3,-8,-1
CC1(C)CC(NC(=O)C(F)(F)F)CC(C)(C)N1OC(=O)c1ccco1,-0.5,5,3,5,-1.5,1,-1,-7,-4,-6
CCN(CC(=O)Nc1ccc(NC(C)=O)cc1)CC(=O)Nc1ccc(F)c(Cl)c1,-0.3,6,4,-26,-0.8,-6,-4,3,4,-1
Cc1ccc(CNC(=O)COc2ccc(C)nc2[N+](=O)[O-])cc1,0.0,-14,1,3,3.6,3,3,-2,0,1
CCN(CC)C(=O)COc1ccc(CC(=O)O)cc1OC,0.7,8,-5,2,2.5,6,1,-2,2,0
CC1CCN(C(=O)C2CCN(c3ncnc4c3nc3n4CCCCC3)CC2)CC1,-0.1,-1,-2,-3,-0.5,-3,1,-10,7,-8
COc1cccc(C(=O)Cn2c(=O)n(CCC(=O)NCC3CCCO3)c(=O)c3cc(OC)c(OC)cc32)c1 (stereo not drawn),0.8,15,-2,5,1.3,2,2,2,10,1

# Compounds as they come; overall some 4.5% were active at least once.
